PAFAH2 inh: inhibitors of human PAFAH2; inhibition, % at 3.39 µM; recombinant PAFAH2, FP-rhodamine activity probe, fluorescence polarization; AID 492956; actives 0.99% (n = 340,000); Q99487;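 active = inhibition above the mean over all tested compounds plus 3 SD, cut at about 30% in these data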;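 note: inhibitors block probe labeling of enzyme so polarization drops; 0% = enzyme with DMSO and 100% = wells lacking PAFAH2 protein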
TPT1 inh: C. albicans TPT1 enzyme inhibition. recombinant caTPT1, FP RNA substrate dephosphorylation. inhibition, % at 5 µM. actives 0.81% (n = 300,000);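 active = inhibition above the mean of all tested compounds plus 3 SD, set per screening campaign, cut at about 24% in these data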;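 note: plate controls were DMSO alone for no effect and ferristatin control at 100 nM for full effect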
HCV core dimer: blocks dimerization of HCV core protein; AID 1899; inhibition, % at 5 µM; TR-FRET GST/Flag-core106 dimerization, 1536-well; actives 0.33% (n = 300,000);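 active = inhibition above the mean of all tested compounds plus 3 SD, set per screening campaign, cut at about 45% in these data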
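System: GST/Flag-tagged HCV core106 proteins. Incubation: compound-protein-antibody incubation 4 h at 22.5 °C. Technique: HTRF with 340 nm excitation, 617/671 nm emission. Medium: KF-containing HEPES buffer, pH 7.45, DTT, CHAPS, BSA. Read-out: inhibition (%) from 671 over 617 nm ratio. Also added: Eu(K)-anti-GST 90 ng/mL plus XL665-anti-Flag 1 µg/mL.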
AHR activator: activators of human aryl hydrocarbon receptor | P35869 | AHR-responsive luciferase reporter cells, luminescence | activation, % at 5 µM | actives 2.5% (n = 320,000) | AID 2796; in the data active = activation above about 47%;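 note: 0% = vehicle wells and 100% = reference agonist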
proCasp7 act: counter-screen for procaspase-3 activators: activators of human procaspase-7; P55210; recombinant procaspase-7, Ac-DEVD-pNA absorbance 405 nm; D23A/D198A/D206A triple mutant, cannot self-cleave; scale: DMSO 0, 5 µM enzyme 100; activation, % at 8.5 µM; actives 0.093% (n = 330,000); AID 463210;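 active = percent activation above the screen-wide mean plus 3 SD, cut at about 25% in these data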
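Test system: Procaspase-7 triple mutant (PC-7 D3A). Also added: Ac-DEVD-pNA substrate, 400 µM as added. Schedule: 1 h enzyme–compound preincubation and 2 h substrate reaction, both 25 °C. Signal: p-Nitroaniline absorbance at 405 nm, read at 0 and 120 min. Control set: low DMSO alone, high DMSO plus 5 µM PC-7.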
PP5 inh: blocks human protein phosphatase 5 activity; purified PP5c, OMFP substrate fluorescence; inhibition, % at 6.7 µM; P53041; actives 0.18% (n = 320,000); AID 1987;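 active = inhibition above the campaign's mean inhibition across all tested compounds plus 3 SD, cut at about 9.5% in these data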;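 note: 0% = DMSO only and 100% = 100 µM cantharidin control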
Target sequence (P53041 whole entry, looked up): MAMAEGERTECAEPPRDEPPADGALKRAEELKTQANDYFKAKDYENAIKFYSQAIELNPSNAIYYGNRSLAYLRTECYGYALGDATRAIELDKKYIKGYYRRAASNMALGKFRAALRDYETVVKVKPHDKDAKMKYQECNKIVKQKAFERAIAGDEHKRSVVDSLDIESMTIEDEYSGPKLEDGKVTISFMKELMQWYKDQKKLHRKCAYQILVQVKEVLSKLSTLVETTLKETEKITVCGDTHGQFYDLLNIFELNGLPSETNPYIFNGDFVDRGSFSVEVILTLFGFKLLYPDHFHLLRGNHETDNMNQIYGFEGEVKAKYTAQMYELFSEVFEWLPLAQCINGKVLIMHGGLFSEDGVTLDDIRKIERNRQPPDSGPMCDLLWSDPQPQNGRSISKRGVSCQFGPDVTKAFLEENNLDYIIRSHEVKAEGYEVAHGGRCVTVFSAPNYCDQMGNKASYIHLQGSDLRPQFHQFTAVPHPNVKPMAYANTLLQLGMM
PP1 inh: blocks human PP1-alpha phosphatase, a PP5 counter-screen; P62136; purified PP1alpha, OMFP fluorescence; inhibition, % at 6.7 µM; actives 0.9% (n = 320,000);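 active = inhibition above the mean inhibition of all tested compounds plus 3 SD, computed separately for each screening campaign, cut at about 15% in these data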
Target sequence (P62136 whole entry, looked up): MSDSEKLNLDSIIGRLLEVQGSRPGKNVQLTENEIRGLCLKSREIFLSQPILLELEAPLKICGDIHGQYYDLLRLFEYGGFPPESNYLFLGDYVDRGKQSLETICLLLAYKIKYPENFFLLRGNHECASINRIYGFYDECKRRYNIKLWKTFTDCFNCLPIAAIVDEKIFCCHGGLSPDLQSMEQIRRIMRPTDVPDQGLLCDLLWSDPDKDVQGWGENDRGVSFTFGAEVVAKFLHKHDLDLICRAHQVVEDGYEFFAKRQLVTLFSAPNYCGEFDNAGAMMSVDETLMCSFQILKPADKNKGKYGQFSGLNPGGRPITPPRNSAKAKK
CTSL1 counter: cathepsin L1 inhibition, PFM18AAP counter-screen | AID 1906 | recombinant F. hepatica cathepsin L1, Z-Leu-Arg-MCA fluorescence | inhibition, % at 5.96 µM | actives 0.49% (n = 300,000);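 active = inhibition above the mean of all tested compounds plus 3 SD, set per screening campaign, cut at about 17% in these data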;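 note: 0% = plate median of test compound wells and 100% = 1 µM Z-Phe-Ala-diazomethylketone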
proCasp3 act: activators of human procaspase-3 | actives 0.11% (n = 330,000) | AID 463141 | activation, % at 8.5 µM | P42574 | recombinant procaspase-3 D3A, Ac-DEVD-pNA absorbance 405 nm;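 active = activation above the mean of all tested compounds plus 3 SD, cut at about 21% in these data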;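 note: 0% = DMSO alone and 100% = DMSO wells spiked with extra 5 µM PC-3 D3A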
Target sequence (P42574 whole entry D9A/D28A/D175A): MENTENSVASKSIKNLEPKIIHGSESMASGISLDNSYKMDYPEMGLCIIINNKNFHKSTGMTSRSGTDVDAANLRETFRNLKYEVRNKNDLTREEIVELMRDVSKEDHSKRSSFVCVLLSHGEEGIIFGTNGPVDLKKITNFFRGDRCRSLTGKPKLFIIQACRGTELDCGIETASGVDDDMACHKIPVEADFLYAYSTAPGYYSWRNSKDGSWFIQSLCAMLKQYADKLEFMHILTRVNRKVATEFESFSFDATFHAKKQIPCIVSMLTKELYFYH
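Assay system: Autoprocessing-dead procaspase-3 D3A mutant enzyme; also added: Ac-DEVD-pNA; doses: one concentration, 8.5 µM nominal, 0.8% DMSO; times: 1 h compound preincubation, 2 h substrate hydrolysis at 25 °C; technique: 405 nm absorbance of p-nitroaniline, reads at 0 and 120 min; measure: % activation between DMSO and enzyme-spiked controls; repeats: single replicate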
An asterisk follows results filed as active; . = no result given.

SMILES	PAFAH2 inh	TPT1 inh	HCV core dimer	AHR activator	proCasp7 act	PP5 inh	PP1 inh	CTSL1 counter	proCasp3 act
COc1ccc(C2C(C#N)=C(/N=C/N3CCN(C)CC3)OC3=C2C(=O)CC(C)(C)C3)cc1OC (configuration not stated)	2	-4	-2	1	9	-0.9	0	1	3
COc1ccc(CCNC(=O)c2ccc(OCc3c(C)noc3C)c(OC)c2)cc1	2	.	.	-3	-5	.	.	.	-3
CC(C)(CC(=O)OCC(=O)Nc1ccccc1F)CC1=NS(=O)(=O)c2ccccc2N1	31*	-5	-7	1	4	3.0	-1	3	-6
CCOC(=O)CSc1ccc(C(=O)N2CCN(C)CC2)cc1[N+](=O)[O-]	2	0	3	-3	-17	0.7	-2	2	-15
N/C(=N\NS(=O)(=O)c1cc(C(F)(F)F)cc(C(F)(F)F)c1)c1ccccn1	6	1	0	-3	-2	3.3	-4	1	-4
COc1ccc(Br)cc1C(=O)Nc1ccc(C(=O)O)cc1	2	-2	-6	2	9	-1.6	-5	3	-5
COC(=O)c1ccc(/C=N/OCC(=O)NC2CCCCCCC2)cc1	12	0	10	4	2	2.7	-3	1	3
Cc1csc(N/N=C/c2ccccc2F)n1	-2	0	-13	41	-4	3.0	-2	4	-6
CC(C)NC(=O)c1cnc(N2CCN(c3ccccn3)CC2)c2ccccc12	4	0	-2	0	-3	1.9	-4	0	-2
O=C(CCCc1ccccc1)NC1CC1	-6	2	9	12	-3	-2.6	-3	-8	6
O=C(NCCO)c1c(O)c2cccc3c2n(c1=O)CC3	-11	-8	-7	6	10	0.1	-1	3	4
O=C(Nc1ccc(O)cc1)/C(=C\C=C\c1ccccc1)NC(=O)c1ccccc1	-1	-1	0	3	-2	12*	-3	1	-3
CCn1c(SCC(N)=O)nc2c1c(=O)n(C)c(=O)n2C	-6	0	0	1	11	0.6	-2	-2	1
COC(=O)C1(CCSC)NC(c2ccccc2OC)C2C(=O)N(C)C(=O)C21 (configuration not stated)	10	-3	5	1	-3	1.2	0	-1	10
O=C(CN1CCN(CC(=O)Nc2ccc(-c3ccccc3)cc2)CC1)Nc1ccc(F)cc1	4	-3	-1	6	6	2.0	5	-1	10
CCCCCCCC(=O)N/N=C(\C)c1ccc(O)cc1O	7	0	2	23	1	3.6	1	3	16
COc1ccc(-n2c3c(cc(C(=O)N4CCC(C)CC4)c2=O)C(=O)CC(C)(C)C3)cc1	1	3	-3	2	-2	2.4	-15	-1	-3
Cc1cc(C)c(C#N)c(SCC(=O)Nc2nonc2N)n1	20	-1	-15	5	-5	0.1	0	1	1
CCOc1ccc(CCNC(=O)CCC(=O)N2CCOc3ccc(C)cc32)cc1OCC	-2	1	-14	3	1	7.9	-2	4	4
O=C(NCc1ccco1)c1ccc(S(=O)(=O)N2CCCCCC2)cc1	10	.	.	-1	8	1.6	-4	.	9
COc1ccc(N2CCN(C(=S)NCCc3ccccc3)CC2)cc1	-12	-2	-4	7	-4	1.7	-4	-3	7
COc1ccc(CC2SC(=Nc3ccc(F)cc3)NC2=O)cc1 (configuration not stated)	8	-1	8	0	3	-1.6	-2	1	1
CC(=O)O[C@]1(C(C)=O)CCC2C3CCC4=C/C(=N/OCC(=O)O)CC[C@]4(C)C3CC[C@@]21C (some centres not stated)	0	-2	-9	1	2	1.4	-4	-7	12
CCOC(=O)c1ccc(S(=O)(=O)NCC(c2ccc(N(C)C)cc2)c2c[nH]c3ccccc23)cc1 (configuration not stated)	3	3	14	10	8	2.4	1	1	1
C[C@@H](CC#N)CN1CC[C@H](C(C)(C)C)CCC1=O	20	0	9	-2	8	-2.0	-1	3	10
(cont.)
SMILES	PAFAH2 inh	TPT1 inh	HCV core dimer	AHR activator	proCasp7 act	PP5 inh	PP1 inh	CTSL1 counter	proCasp3 act
O=C(NCCNC(=O)c1ccco1)c1ccc(F)cc1	-2	-3	-2	1	2	1.5	0	4	7
CCc1ccccc1N1C(=O)[C@@H]2Cc3ccccc3CN2C1=O	-1	-5	-3	1	-1	2.7	-3	-1	10
CC(=O)NCc1ccc(-c2nc3ccccc3s2)cc1	4	3	7	0	5	-0.5	-4	-7	8
CCOC(=O)c1sc(-c2ccc(F)cc2)cc1NC(=O)Nc1ccccc1OC	-17	-3	-22	12	-3	0.7	-2	3	2
O=C(Cn1nnc(-c2ccccc2)n1)N1CCN(c2ccc(F)cc2)CC1	4	3	4	2	2	-1.6	0	-4	0
CSC1=NC2(CC(c3ccccc3)Oc3cc(O)ccc32)CC(C)(C)N1 (configuration not stated)	-4	-1	-4	10	3	3.2	-3	1	-3
CC(C)C(NS(=O)(=O)c1c(Cl)cccc1Cl)C(=O)OCC(=O)c1c[nH]c2ccccc12 (configuration not stated)	-6	9	6	40	12	7.5	-1	-1	-1
c1ccc(Cn2cc(CN3CCCO3)c(-c3ccc4c(c3)OCO4)n2)cc1	-5	-1	-1	4	-6	1.5	4	-3	5
O=C(c1ccc(COc2c(F)c(F)cc(F)c2F)o1)N1CCN(c2ccc(Cl)cc2)CC1	12	-4	3	5	-3	2.8	0	2	1
C/C(N)=C(/C#N)C(=O)CSc1nnc(Nc2ccccc2C)s1	4	-1	4	5	-11	3.5	0	-1	-5
COc1ccccc1/C=C/C(=O)OCC(=O)N1c2ccccc2CC1C (configuration not stated)	34*	.	.	3	-9	4.5	1	.	3
CCCn1cc(SCC(=O)Nc2ccc3c(c2)OCO3)c2ccccc21	2	0	-14	73*	-19	1.4	3	-4	-5
Cc1cc(NC(=O)c2cc(-c3cccs3)nc3ccccc23)no1	-5	0	-14	16	7	0.7	-2	0	8
O=C1CCCc2sc3c(c2N1)CCCCC3	-1	-1	1	1	4	2.3	-20	0	-7
CCCN(CC(=O)Nc1ccccc1C)C(=O)/C=C/c1cccs1	-1	0	-1	-5	-1	-1.7	-2	3	2
Cc1ccc(OCc2ccc([N+](=O)[O-])cc2)c([N+](=O)[O-])n1	1	-2	23	4	16	3.3	-2	0	-2
CCOC(=O)c1[nH]cnc1C(=O)O	-1	2	0	-3	1	-0.8	-2	3	1
CCc1c(C(=O)NNC(=S)NCCc2ccccc2)csc1C	-2	2	5	0	2	5.1	4	0	1
Cc1cc(C(=O)OC(C)C(=O)Nc2nc(-c3ccccc3)cs2)c(C)o1 (configuration not stated)	-8	1	11	13	-4	0.6	3	-1	-8
O=C(O)C1CCCC[C@H]1C(=O)Nc1ncc([N+](=O)[O-])s1 (some centres not stated)	11	-1	2	-1	-6	0.5	0	5	-2
CCc1nc2ccc(C(=O)Nc3ccc4c(c3)OCO4)cc2nc1CC	5	2	3	12	-1	1.4	0	2	6
COC(=O)C(C(=O)OC)c1ccccc1[N+](=O)[O-]	-6	-7	-4	8	4	-1.9	-1	-2	8
Cc1ccnc(NC(=O)c2cccc3ccccc23)c1	5	1	-4	17	-1	2.5	-1	2	3
Cc1c(C#N)c2ccccc2n1CC(=O)NCC1CCCO1 (configuration not stated)	0	3	0	12	-5	1.8	0	-5	-11
CC(C)NC(=O)c1ccc(OC2CSC2)cc1	-6	-1	4	-1	0	1.3	2	-4	1
(further entries)
SMILES	PAFAH2 inh	TPT1 inh	HCV core dimer	AHR activator	proCasp7 act	PP5 inh	PP1 inh	CTSL1 counter	proCasp3 act
C[C@@H](NC(=O)[C@@H]1Cc2ccccc2CN1C(=O)OC(C)(C)C)C(=O)NCC1CCCO1 (some centres not stated)	4	-1	6	-1	-5	-0.5	-2	-2	0
CCCOc1ccc(C(=O)N2CCCc3ccccc32)cc1	-1	1	9	2	-5	1.2	-1	-5	-13
CO/N=C/c1ccc(Sc2ccccc2N)c([N+](=O)[O-])c1	-7	3	4	34	-6	3.4	3	5	-6
CC(C)CC(C(=O)Nn1cnnc1)N1C(=O)c2ccccc2C1=O (configuration not stated)	-3	2	9	1	3	1.8	-3	23*	-4
Cc1n[nH]c(=S)n1/N=C/c1ccccc1	1	0	-1	-2	2	-0.4	-3	1	-1
CCOC(=O)N1CCC(N2CCN(S(=O)(=O)c3ccc([N+](=O)[O-])cc3)CC2)CC1	-3	-2	-1	0	7	0.0	1	-2	4
CCC(C)[C@H](NC(=O)OC(C)(C)C)c1nnc(SCc2c(C)[nH]c(=O)[nH]c2=O)o1 (some centres not stated)	6	-2	6	0	-5	3.5	-6	1	4
C/C(=N/NC(=O)CN1CCN(Cc2ccccc2)CC1)c1ccc([N+](=O)[O-])cc1	2	0	11	4	-12	0.1	-2	0	-4
C=CCNC(=O)C1COc2ccccc2O1 (configuration not stated)	-4	4	-4	0	2	0.1	-7	-7	1
CCOC(=O)CSc1nc(=O)n2ccc(C)cc2n1	-4	-3	-6	6	5	2.1	3	0	2
O=C(c1ccc2c(c1)CCN2S(=O)(=O)c1ccccc1)N1CCN(c2ccccc2)CC1	2	1	16	-1	13	-1.2	6	-2	3
CCNC(=O)c1cc2ccccc2o1	-5	1	-2	0	2	1.8	-3	-3	-5
CCOC(=O)c1cn(-c2nc(-c3ccc(Cl)c(Cl)c3)cs2)c2c(F)c(N3CCOCC3)c(F)cc2c1=O	-6	0	4	-3	6	2.1	-1	-1	-5
O=C(CSc1ncccn1)Nc1ccc(N2CCOCC2)cc1	1	0	-2	9	7	-5.4	-4	-3	1
Fc1ccc(NC(=S)N2CCCC(c3ccccc3)=N2)cc1	0	3	2	30	8	1.3	3	1	2
CNC(=S)NNC(=O)c1cccn(Cc2cccc(Cl)c2)c1=O	-5	-2	-2	0	11	1.9	-1	-1	0
Cc1ccc(NC(=O)CN2C(=O)NC(Cc3ccccc3)C2=O)cc1 (configuration not stated)	2	-2	-3	3	4	0.2	-1	-1	-7
Cc1cccc(N2CCN(C(=S)c3ccc(-c4ccccc4[N+](=O)[O-])o3)CC2)c1	7	2	4	35	-19	-1.6	8	1	-18
COc1cccc(C2NC(=O)c3ccccc3O2)c1OCc1ccccc1F (configuration not stated)	3	5	9	9	-4	2.4	5	-8	7
Cc1cccc(NC(=O)c2cccnc2)c1	5	0	1	8	5	2.9	-2	-2	0
COc1ccc(NC(=O)c2cc3ccccc3o2)cc1	5	-3	-3	34	11	0.9	0	2	-5

Marked active in PAFAH2 inh, among the entries above:
structure,PAFAH2 inh,TPT1 inh,HCV core dimer,AHR activator,PP5 inh,proCasp3 act
CC(C)(CC(=O)OCC(=O)Nc1ccccc1F)CC1=NS(=O)(=O)c2ccccc2N1,31*,-5,-7,1,3.0,-6
COc1ccccc1/C=C/C(=O)OCC(=O)N1c2ccccc2CC1C (configuration not stated),34*,.,.,3,4.5,3

Single records, from the list above.
COc1ccc(NC(=O)c2cc3ccccc3o2)cc1 across the screens: PAFAH2 inh: 5; TPT1 inh: -3; HCV core dimer: -3; AHR activator: 34; proCasp7 act: 11; PP5 inh: 0.9; PP1 inh: 0; CTSL1 counter: 2; proCasp3 act: -5
CO/N=C/c1ccc(Sc2ccccc2N)c([N+](=O)[O-])c1 across the screens: PAFAH2 inh: -7; TPT1 inh: 3; HCV core dimer: 4; AHR activator: 34; proCasp7 act: -6; PP5 inh: 3.4; PP1 inh: 3; CTSL1 counter: 5; proCasp3 act: -6
